# Bioassay records from PubChem.
# MEKK3 PB1 HTS: raises or lowers MEK5 binding to the human MEKK3 PB1 domain; hit rate 1.4% among 290,000; Q99759; bead-based flow cytometry, Alexa488-MEK5 binding to MEKK3; actives lie on both sides; 0 = blocked by unlabeled MEK5, 100 = vehicle; binding response (% of control), % at 10 µM; AID 1529;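 active = binding response more than 3 SD above or below the average of its plate-row segment, actives on both sides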;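 note: Alexa488 bead fluorescence after subtracting the streptavidin-only scavenger bead signal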
# OXTR agonist: activates the human oxytocin receptor; P30559; CHO-OTR cells, Fluo-8 calcium fluorescence; normalized: DMSO 0%, oxytocin 100%; activation, % at 3 µM; hit rate 0.32% among 320,000;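 active = activation above the mean of all tested compounds plus 3 SD, cutoff set per screening run, cut at about 20% in these data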;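 note: peak over basal fluorescence ratio from a 100 s FLIPR kinetic read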
# V1aR counter: counter-screen for oxytocin receptor agonists: human V1a receptor agonists | P37288 | CHO-V1R cells, Fluo-8 calcium fluorescence, agonist mode; 0% DMSO, 100% 3 nM vasopressin | activation, % at 3 µM | hit rate 0.25% among 320,000 | AID 2797;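 active = activation above the mean activation of all tested compounds plus 3 SD, per screening run, cut at about 20% in these data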;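 note: signal is peak over basal fluorescence ratio across a 100 second FLIPR read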
# GPR7 antag: antagonists of human GPR7 (neuropeptides B/W receptor 1) | AID 1861 | GPR7-expressing cells, fluorescence antagonist assay | P48145 | inhibition, % at 4.4 µM | hit rate 1.1% among 290,000; in the data active = inhibition above about 16%, passing the limit was not always enough;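 note: cells stimulated with the agonist NPW; 0% = agonist with vehicle and 100% = vehicle without agonist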
# Target sequence (P48145 whole entry, looked up): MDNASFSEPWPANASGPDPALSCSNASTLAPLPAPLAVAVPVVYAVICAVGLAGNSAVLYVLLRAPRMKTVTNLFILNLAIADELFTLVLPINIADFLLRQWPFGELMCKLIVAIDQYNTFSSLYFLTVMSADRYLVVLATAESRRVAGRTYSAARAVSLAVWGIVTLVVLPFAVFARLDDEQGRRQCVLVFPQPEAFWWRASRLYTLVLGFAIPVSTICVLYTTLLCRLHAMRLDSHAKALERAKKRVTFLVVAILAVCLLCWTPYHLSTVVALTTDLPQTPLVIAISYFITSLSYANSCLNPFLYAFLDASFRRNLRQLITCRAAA
# PHOSPHO1 inh: inhibitors of human PHOSPHO1 phosphatase. hit rate 1.1% among 290,000. AID 1565. inhibition, % at 13.3 µM. recombinant PHOSPHO1, absorbance phosphatase assay; in the data active = inhibition above about 60%
# Target sequence (Q8TCT1 whole entry, looked up): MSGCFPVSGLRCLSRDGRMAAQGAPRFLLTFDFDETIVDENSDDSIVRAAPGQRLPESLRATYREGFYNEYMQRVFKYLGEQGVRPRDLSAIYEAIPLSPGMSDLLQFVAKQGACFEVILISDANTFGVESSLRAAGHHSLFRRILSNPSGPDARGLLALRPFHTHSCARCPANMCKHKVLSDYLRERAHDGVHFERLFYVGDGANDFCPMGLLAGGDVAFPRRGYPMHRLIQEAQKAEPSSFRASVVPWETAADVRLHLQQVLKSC
# MEKK2 mut-MEK5: signal of MEK5 binding to mutant human MEKK2 PB1 domain | hit rate 0.35% among 290,000 | percent response, % at 10 µM | bead flow cytometry, Alexa488-MEK5 binding to MEKK2 mutant; in the data active = percent response above about 24%, passing the limit was not always enough; note: inactives centre near 1; some results filed as inactive read as strong as hits; reference of the scale not given here
# GalR3 antag: blocks the human galanin receptor 3 | HEK293 GalR3-CNG cAMP membrane potential fluorescence; galR3 body fused to GalR1 C-terminus | hit rate 0.44% among 360,000 | inhibition, % at 3 µM;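 active = inhibition above the screen-wide average plus 3 SD, cut at about 13% in these data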;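 note: forskolin and galanin both at EC90 stimulate the cells; cAMP rise reported by CNG channel membrane potential dye signal; 0% = forskolin plus galanin with DMSO and 100% = forskolin alone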
# Target sequence (O60755 1-299 limits assumed): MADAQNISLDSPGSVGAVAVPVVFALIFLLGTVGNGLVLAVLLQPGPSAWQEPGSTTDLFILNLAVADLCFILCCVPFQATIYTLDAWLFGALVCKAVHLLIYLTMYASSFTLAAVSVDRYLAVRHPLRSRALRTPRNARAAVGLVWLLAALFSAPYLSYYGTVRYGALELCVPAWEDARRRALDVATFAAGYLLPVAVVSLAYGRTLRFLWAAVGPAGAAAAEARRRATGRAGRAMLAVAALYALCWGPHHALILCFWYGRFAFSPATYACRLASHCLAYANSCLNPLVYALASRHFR
# MEKK2wt PB1 HTS: raises or lowers MEK5 binding to wildtype human MEKK2 PB1 domain; AID 1531; hit rate 1.1% among 290,000; binding response (% of control), % at 10 µM; Q9Y2U5; bead flow cytometry, Alexa488-MEK5 binding to MEKK2 WT; actives lie on both sides; in the data active = binding response below about 67% or above about 130%
# NALP1 inh: blocks the NALP1 inflammasome reconstituted in yeast. S. cerevisiae NALP1/ASC/caspase-1 growth, X-gal OD620, 72 h. AID 2071. inhibition, % at 10 µM. hit rate 0.61% among 280,000; in the data active = inhibition mostly above about 24%, no sharp cut-off; inactive = mostly below about 32%; note: some compounds called inactive have numbers as strong as hits
# Numbers without * were called inactive; · = no result given; & = joins results of further samples. Random draw from the library; overall some 5.4% were active at least once.
SMILES	MEKK3 PB1 HTS	OXTR agonist	V1aR counter	GPR7 antag	PHOSPHO1 inh	MEKK2 mut-MEK5	GalR3 antag	MEKK2wt PB1 HTS	NALP1 inh
Cc1ccc(-c2c[n+](CC(=O)Nc3c(C)cccc3C)c3n2CCC3)cc1	108.0	-0.2	0.4	7.8	27.7	27.0	-3.6	110.0	42.1
O=C(OCC(=O)N1CCCCCC1)c1ccc(Cl)c(S(=O)(=O)N2CCCC2)c1	103.0	14.6	5.5	-11.1	20.1	-6.0	-5.0	98.0	-2.1
COc1ccc(NC(=O)c2cc(-c3ccccc3)on2)cc1OC	99.0	0.6	3.3	-4.1	-2.4	4.0	-7.1	103.0	22.3
COC(=O)c1ccc2nccnc2c1	104.0	-0.2	-0.5	-17.7	41.8	8.0	-2.5	105.0	·
O=C(NC1CC(=O)c2sccc21)c1cccc(C(F)(F)F)c1 (configuration not stated)	106.0	-1.5	-1.0	-8.2	48.4	1.0	9.1	102.0	21.9
O=C1NCCN(Cc2c(F)cccc2Cl)C1CC(=O)N1CCCCO1 (configuration not stated)	95.0	-0.8	0.4	-7.4	39.5	-14.0	-1.6	87.0	14.6
COc1cc(/C=C(\C#N)C(=O)NCC2CCCO2)c([N+](=O)[O-])cc1OC (configuration not stated)	97.0	-1.3	0.9	-2.7	-15.0	0.0	-1.4	101.0	-0.1
CCOC(=O)Cn1c(CN2CC(C)OC(C)C2)nc2c1c(=O)n(C)c(=O)n2C (configuration not stated)	104.0	0.2	1.1	-1.7	4.1	6.0	·	102.0	8.0
Cc1ncsc1C(=O)Nc1cccc(C(F)(F)F)c1	105.0	-0.8	6.9	-11.8	28.0	5.0	-11.0	105.0	19.2
O=C(c1ccc2c(c1)OCO2)N1CCC2(CC1)Oc1ccc(Cl)cc1C(=O)C21CC(c2ccc(Cl)cc2)=NO1 (configuration not stated)	89.0	·	·	·	30.9	-3.0	-4.0	89.0	-5.3
CCOc1cc(N2CCOCC2)c(OCC)cc1NC(=O)c1ccc(OC)cc1	108.0	-1.5	-1.1	-5.7	8.4	1.0	-1.2	102.0	-14.1
COc1ccc(C)cc1NC(=O)C(Sc1nncn1C)c1ccccc1 (configuration not stated)	124.0	1.1	0.5	0.9	37.3	0.0	-1.5	112.0	-9.6
O=C(C1CC1)N1CCN(c2ccc(O)cc2)CC1	97.0	-0.7	-0.7	12.0	32.0	-6.0	-7.4	91.0	29.0
O=[N+]([O-])c1ccc(N2CCSCC2)cc1O	111.0	-1.0	-0.6	-8.7	-5.9	3.0	-1.5	110.0	1.9
Cc1c(-c2cccs2)[n+](=O)c2c(n1[O-])CCCCC2	100.0	0.5	0.2	1.7	6.4	4.0	-1.8	95.0	25.6
NS(=O)(=O)c1cccc(NC(=O)COC(=O)C2(c3cccc(F)c3)CCCC2)c1	103.0	2.1	0.8	1.6	-46.8	2.0	-2.8	103.0	0.3
CCc1ccccc1NC(=S)N=Nc1c(O)n(C)c2ccc(S(=O)(=O)N3CCOCC3)cc12	93.0	0.3	-0.5	-17.4	-12.2	-2.0	-1.9	90.0	17.3
Cc1ccc2c(c1)C(=O)c1ccccc1CS2=O (configuration not stated)	97.0	0.6	0.9	-6.1	-5.0	-2.0	-11.8	99.0	14.9
CCOC(=O)c1nn(-c2ccccc2)c(C#N)c1NC(=O)c1nn(CC)cc1Br	·	-1.2	-0.7	-18.0	11.7	·	0.2	·	10.3
CC(=O)N1CCOc2ccc(S(=O)(=O)NCc3ccc(F)cc3)cc21	100.0	1.4	3.0	-11.5	17.1	3.0	0.9	102.0	3.6
Cc1ccc2[nH]c3c(c2c1)CCN1C(=O)OC(C)(C)C31C (configuration not stated)	93.0	0.3	1.1	1.7	-8.2	-2.0	-5.7	98.0	7.1
COc1ccc(Br)cc1CNC(=O)CCc1nc(-c2ccc(C)cc2)no1	108.0	-0.1	0.9	-3.2	14.0	18.0	-0.9	111.0	21.6
CCN=C(NC#N)SCc1c(F)cccc1Cl	92.0	-1.3	0.8	-1.7	-2.7	-3.0	-5.0	94.0	25.5
Cc1ccc(C2(CC(=O)N3CCCC3)CCOC(C(C)C)C2)cc1 (configuration not stated)	93.0	-1.7	-0.7	4.1	-13.6	-10.0	-0.1	91.0	20.1
COc1cc2c(cc1OC)C(c1cccs1)N(C(=O)c1ccc(S(=O)(=O)N(C)C)cc1)CC2 (configuration not stated)	101.0	-0.5	2.1	-7.9	25.1	-1.0	-0.3	98.0	·
O=C(NCc1ccc(Cl)cc1)c1ccc(NC(=O)C2CCCO2)cc1 (configuration not stated)	101.0	1.5	1.7	-11.7	22.5	1.0	-6.5	99.0	2.2
Clc1ccccc1-c1nc(-c2ccncc2)no1	100.0&101.0	-0.8&-2.1	0.3&-1.8	7.7&-12.5	0.8&25.4	-3.0&10.0	-9.9&10.3	103.0&104.0	0.7&8.5
CC1CCC(NC(=O)c2ccc(NC(=O)c3ccc(=O)[nH]c3)cc2)CC1 (configuration not stated)	107.0	-0.3	-0.9	-17.7	-1.2	-4.0	·	102.0	22.6
COc1ccc(/C=C(/NC(=O)c2ccccc2)C(=O)N2CCC(C)CC2)cc1	103.0	2.6	1.1	-3.1	37.0	0.0	-7.9	102.0	-6.1
COC(=O)CSc1ncnc2c1cnn2Cc1ccccc1	99.0	0.4	0.8	-2.5	13.3	2.0	-3.6	96.0	-5.5
Cc1oc(-c2ccccc2Cl)nc1CS(=O)CC(=O)N1CCN(c2ccccc2)CC1 (configuration not stated)	100.0	0.6	3.5	-12.2	52.9	1.0	-2.5	101.0	12.1
COc1cc(C(=O)CSc2nnc(-c3ccc(O)cc3)n2CC2CCCO2)ccc1NC(C)=O (configuration not stated)	102.0	-0.6	0.3	4.9	79.2*	1.0	-5.4	101.0	3.4
O=C(c1nc2ccc(Cl)cn2c1CN1CCC(CO)CC1)N1CCc2ccccc2C1	100.0	-0.2	-0.8	-14.4	37.7	3.0	-2.6	99.0	11.1
COc1ccc(CNC(=O)CSc2ncnc3ccccc23)cc1OC	92.0	-1.0	-0.5	-10.1	-21.4	-3.0	-3.5	93.0	-28.3
Cc1nn(C)c(C(=O)Sc2ccccc2)c1[N+](=O)[O-]	97.0	-2.4	-2.1	-3.8	17.1	-1.0	-1.8	97.0	·
O=C(COC(=O)C1(c2ccccc2)CC1)N1CCN(c2ccc(F)cc2)CC1	106.0	2.8	5.8	-1.8	-51.0	3.0	-4.4	110.0	-0.2
COc1cc2c(cc1NC(=O)C(C)Sc1ccc(C)cc1)oc1ccccc12 (configuration not stated)	102.0	1.6	-0.2	-14.5	3.8	4.0	-6.4	105.0	20.8
COc1ccc2cc(CN(CCO)C(=O)c3ccccc3F)c(=O)[nH]c2c1	·	0.4	0.4	-7.7	-7.5	·	-3.2	·	-10.9
COc1ccc(NC(=O)COc2cc(O)c3c(c2)OC(C)(C)CC3=O)cc1	99.0	5.0	4.5	2.2	13.5	0.0	-6.6	101.0	8.9
N#Cc1cc2c(nc1SCC(=O)Nc1sc3c(c1C#N)CCC3)CCCCCC2	97.0	1.6	0.4	-7.8	2.6	-6.0	-0.9	94.0	10.0
O=C(NCc1n[nH]c(=S)n1-c1ccc(Cl)c(Cl)c1)c1ccc(S(=O)(=O)N2CCOCC2)cc1	95.0	0.1	-0.1	4.1	-30.9	-7.0	-6.0	94.0	-17.4
NC(=O)c1cc2ccc(O)cc2oc1=Nc1ccccc1	118.0	·	·	-3.7	-11.0	16.0	-11.8	113.0	32.3
O=C(NNc1nc(=O)c2cccnc2s1)c1ccccc1O	111.0	0.3	1.1	-3.8	-20.0	-1.0	-6.2	108.0	-2.7
c1ccc2c(C3=NNC(=NC4CCCCC4)SC3)c[nH]c2c1	98.0	0.5	0.0	16.3	4.1	0.0	-1.3	116.0	·
Cc1ccc(C2Nc3ccccc3NC3=C2C(=O)OC(C)C3)cc1 (configuration not stated)	108.0	-0.3	0.0	-4.3	-6.4	-1.0	1.7	100.0	16.3
CCNC(=O)/C(C#N)=C/c1c(N2CCCCCC2)nc2c(C)cccn2c1=O	110.0	-2.2	0.1	-25.8	15.6	14.0	-8.9	116.0	16.5
Cc1cnc(NC(=O)CSc2ncn(-c3ccccc3)n2)s1	106.0	-0.8	0.0	5.3	-38.4	5.0	-5.8	99.0	-66.7
N/C(=N\OC(=O)/C=C/c1ccc(Br)cc1)c1ccccn1	98.0	-0.5	3.1	-13.9	11.8	-1.0	-0.2	103.0	29.3
CCOC(=O)c1c(C)[nH]c(C(=O)OCC(=O)Nc2cc(C)ccc2OC)c1C	·	0.7	0.8	7.8	-16.3	·	-0.9	·	-6.7
O=C(Cc1ccccc1)Nc1ccccc1CO	106.0	-0.3	-0.3	-2.7	-31.2	7.0	0.6	107.0	-9.4

# (list continues)
SMILES	MEKK3 PB1 HTS	OXTR agonist	V1aR counter	GPR7 antag	PHOSPHO1 inh	MEKK2 mut-MEK5	GalR3 antag	MEKK2wt PB1 HTS	NALP1 inh
COC(=O)c1sc(-c2ccc(Cl)cc2)cc1NC(=O)COCC(=O)O	96.0	0.5	0.8	2.5	43.2	-9.0	-3.2	96.0	·
CCCCOc1ccc(C(C)NC(=O)C2CCCN(S(=O)(=O)CC)C2)cc1 (configuration not stated)	104.0	-0.2	6.0	-14.0	45.0	2.0	-1.5	103.0	-13.6
Cc1ccc(CN2CCNC(=O)C2CC(=O)NCC(F)(F)F)o1 (configuration not stated)	106.0	1.8	1.4	0.0	2.3	-7.0	-0.5	97.0	8.7
CC(C)(C)c1ccc(C(=O)NCC(=O)OCC(=O)Nc2ccccc2[N+](=O)[O-])cc1	110.0	0.9	1.5	-3.8	3.2	-1.0	-2.5	107.0	27.1
COCCCNC(=S)Nc1ccc2nc(N3CCOCC3)cc(C)c2c1	95.0	0.4	1.4	-6.4	41.9	0.0	-9.0	98.0	-1.4
Cc1ccc(-c2nn(CC(=O)O)c(=O)c3ccccc23)cc1	100.0	-0.2	-0.3	-16.4	29.1	3.0	-3.4	105.0	17.0
c1ccc(Cc2nnc(N3CCCCC3)c3ccccc23)cc1	103.0	-1.9	-1.9	0.8	16.3	-4.0	-0.5	97.0	-2.0
CCNC(=O)c1cc(S(=O)(=O)N(C)C)c(Cl)cc1Cl	93.0	0.5	0.6	-8.8	-11.4	-6.0	-1.6	93.0	1.7
O=C1OCc2cccc3cccc1c23	102.0	0.0	-0.9	-14.6	-10.4	2.0	4.0	100.0	-10.0
Cc1cc(=O)oc2cc(OCCSCCN3CCCCC3)ccc12	101.0	0.1	1.0	7.9	37.7	5.0	-5.9	100.0	7.4
CC(C)C(c1nnnn1Cc1ccc(F)cc1)N1CCN(C(=O)c2ccco2)CC1 (configuration not stated)	101.0	-1.0	0.4	1.0	-0.3	8.0	-2.9	101.0	-3.7
Cc1cc(C)nc(SCc2nnc(SCC(=O)Nc3nc(-c4ccccc4)cs3)n2C)n1	101.0	0.7	2.5	-5.9	-3.3	2.0	-5.2	99.0	11.1
Cc1[nH]n(-c2ccccc2)c(=O)c1S(=O)(=O)c1ccccc1	108.0	-1.4	-1.4	-9.9	-8.1	10.0	-6.8	107.0	19.2
COc1ccccc1CNC(=O)c1c(-c2ccccc2Cl)noc1C	100.0	-0.4	-0.2	-8.0	27.3	0.0	-9.8	99.0	-0.5
